# High-throughput results as filed in PubChem.
# SUMO1-SIM PPI: modulators of human SUMO1-mediated protein-protein interactions; P63165; SUMO1 binding to a labelled peptide, TR-FRET, 1 h; inhibition, % at 20 µM; 360,000 compounds, 0.33% hits; AID 602429; in the data active = inhibition above about 37%
# Target sequence (P63165 whole entry, looked up): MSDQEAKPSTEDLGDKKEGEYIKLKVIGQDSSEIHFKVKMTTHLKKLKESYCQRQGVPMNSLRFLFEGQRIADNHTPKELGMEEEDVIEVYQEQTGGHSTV
# STEP inh: inhibitors of human striatal-enriched phosphatase STEP; P54829; recombinant STEP, OMFP fluorogenic substrate, fluorescence; inhibition, % at 20 µM; 360,000 compounds, 0.25% hits;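 active = inhibition at 20 µM, scaled per plate between control wells, above about 37%, limit read from the data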;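 note: 0% = DMSO with enzyme and substrate and 100% = substrate only without enzyme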
#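 System: isolated STEP enzyme; schedule: 20 min enzyme reaction at room temperature, protected from light; medium: Bis-Tris buffer pH 6.0, 2.5 mM DTT, 0.005% Tween 20; signal: fluorescence, 480/540 nm; dosing: single compound dose of 20 µM, 1% DMSO final; also added: OMFP substrate, 25 µM final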
# NadD inh: NadD (S. aureus) enzyme inhibition | 360,000 compounds, 0.78% hits | inhibition, % at 20 µM | AID 602399 | purified NadD enzyme, colorimetric absorbance read-out; in the data active = inhibition above about 26%; note: some compounds past the cut are filed as inactive
# CSN deneddyl inh: CSN deneddylation inhibition. Q92905. Purified CSN, SCF-Nedd8-OG deneddylation, fluorescence polarization. inhibition, % at 12.5 µM. 360,000 compounds, 0.38% hits;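 active = pattern-corrected inhibition above about 35%, with an unprinted fluorescence ratio check between 0.5 and 1.5, limit read from the data, passing the limit was not always enough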;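 note: 0% = enzyme with substrate and 100% = substrate without enzyme; some results filed as inactive read as strong as hits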
# Target sequence (Q92905 whole entry, looked up, one chain of several): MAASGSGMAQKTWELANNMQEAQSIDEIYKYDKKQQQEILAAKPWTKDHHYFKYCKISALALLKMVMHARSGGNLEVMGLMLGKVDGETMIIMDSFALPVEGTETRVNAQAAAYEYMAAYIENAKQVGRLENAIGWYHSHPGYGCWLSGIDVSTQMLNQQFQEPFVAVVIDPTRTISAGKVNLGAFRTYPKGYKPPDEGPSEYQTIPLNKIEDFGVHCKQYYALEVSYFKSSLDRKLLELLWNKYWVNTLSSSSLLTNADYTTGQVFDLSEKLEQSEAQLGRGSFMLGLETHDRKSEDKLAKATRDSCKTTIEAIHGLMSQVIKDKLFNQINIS
#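 Assay system: HEK293T-derived human Csn5 enzyme; quantity: 0.24 nM enzyme; medium: Tris/NaCl/DTT buffer, pH 7.5; also added: substrate SCFSkp2-Nedd8OG, 10 nM; doses: 12.5 µM compound; schedule: 90 min reaction at room temperature; signal: FP; read-out: % inhibition of substrate cleavage by Csn5; benchmarks: substrate-only high control, full reaction low control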
# Rpn11 block: Rpn11 (human) deubiquitinase inhibition | human 26S proteasome, Ub4-pepOG fluorescence polarization; 20S core pre-blocked with epoxomicin | 360,000 compounds, 0.59% hits | calls only at 20 µM | AID 588493;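 active = inhibition at 20 µM, scaled to each plate's controls, above about 33%, limit read from the data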
# LMPTP block: blocks human LMPTP phosphatase; recombinant LMPTP-A, OMFP fluorogenic substrate, fluorescence intensity; inhibition, % at 20 µM; 360,000 compounds, 0.22% hits;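 active = compounds that cut the enzyme signal by at least half of the control window in the single-dose screen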;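 note: plate controls were DMSO wells with enzyme plus substrate for no effect and substrate without enzyme for full effect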
# Target sequence (P24666 whole entry, looked up): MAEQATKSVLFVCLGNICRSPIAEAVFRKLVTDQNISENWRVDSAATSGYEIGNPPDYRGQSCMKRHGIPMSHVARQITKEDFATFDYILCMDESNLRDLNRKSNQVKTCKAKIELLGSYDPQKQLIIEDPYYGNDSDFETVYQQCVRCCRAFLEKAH
#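 Assay system: LMPTP-A enzyme. Input: 0.625 nM LMPTP-A final. Probe or stimulus: 400 µM OMFP. Compound dosing: single 20 µM dose. Schedule: 50 min dark incubation at room temperature. Detection: fluorescence intensity of OMFP turnover product. Read-out: percent inhibition versus substrate-only and uninhibited controls. Benchmarks: no-enzyme low control, uninhibited high control.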
# MsrA inh: inhibitors of bovine MsrA | purified bovine MsrA, absorbance read-out | inhibition, % at 15.5 µM | 360,000 compounds, 0.75% hits | AID 651718; in the data active = inhibition above about 4.5%;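 note: 0% = vehicle wells with enzyme and 100% = reference inhibitor wells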
# Scp-1 inhibitor: Scp-1 (human) phosphatase inhibition; Q9GZU7; Recombinant Scp1, phosphopeptide, malachite green phosphate absorbance; inhibition, % at 20 µM; 340,000 compounds, 0.88% hits; AID 493091;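 active = inhibition above about 50% at 20 µM, limit read from the data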;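 note: plate controls were DMSO wells with enzyme for no effect and wells lacking enzyme for full effect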
# Target sequence (Q9GZU7 76-261 limits assumed): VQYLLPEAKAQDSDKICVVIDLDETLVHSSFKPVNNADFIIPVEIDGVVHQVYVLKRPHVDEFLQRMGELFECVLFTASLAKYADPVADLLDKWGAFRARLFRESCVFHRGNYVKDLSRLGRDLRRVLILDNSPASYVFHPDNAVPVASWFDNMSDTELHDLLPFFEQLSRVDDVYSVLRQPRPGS
#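 Material: truncated SCP-1 phosphatase (76-261aa) / Buffer or medium: 50 mM Tris acetate pH 5.5, 0.005% Tween-20, 10 mM MgCl2 / Compound dosing: one concentration, 20 µM, with 1.0% DMSO / Incubation: 45 min room-temperature reaction, 5 min colour, 30 min stabiliser / Detection: colorimetric free-phosphate detection, absorbance 630 nm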
# Tb MetRS inh: Trypanosoma brucei MetRS inhibition; purified T. brucei MetRS, ATP depletion, Kinase-Glo luminescence; inhibition, % at 11.9 µM; 360,000 compounds, 0.4% hits; AID 624268;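 active = inhibition above a per-plate cutoff of the control wells' mean inhibition plus 3 SD, cut at about 5.5% in these data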;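 note: 0% = DMSO wells median and 100% = median of wells with control inhibitor compound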
#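 Dosing: 11.9 µM single point; system: parasite MetRS enzyme; technique: luminescence of leftover ATP; times: 15 min enzyme-compound preincubation, 2 h reaction, 10 min detection, 25 °C; replicates: each compound tested once; read-out basis: percent inhibition relative to median high and low control wells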
# DNMT1 inh: inhibitors of human DNMT1; inhibition (reported as % activation of signal), % at 10 µM; DNMT1 molecular beacon, Hinp1I cleavage, fluorescence; P26358; 360,000 compounds, 0.83% hits; in the data active = inhibition above about 50%
# Starred values were filed as active, the others as inactive; i = inactive; x = not tested or not shown. Rows were taken by chance. About 3.9% of those tested had a hit in this group.
SMILES,SUMO1-SIM PPI,STEP inh,NadD inh,CSN deneddyl inh,Rpn11 block,LMPTP block,MsrA inh,Scp-1 inhibitor,Tb MetRS inh,DNMT1 inh
Cc1ccc(-c2ccc(S(=O)(=O)N3CCN(C)CC3)cc2)cc1,-11,-2,-2,3,i,-0.1,0.3,-5,-0.3,-1
CC(C)[Si]1(C(C)C)OCC2OC(n3cnc4c(N)ncnc43)C(N)C2O[Si](C(C)C)(C(C)C)O1 (configuration not stated),0,1,-2,4,i,0.1,-0.3,-8,-0.4,-13
O=C(Nc1cccc(Cl)c1)C1CCN(C(=O)c2cccs2)CC1,-1,7,1,-5,i,-0.5,-0.2,-5,0.3,-1
O=C(c1cc(=O)c2ccccc2o1)N1CCCc2ccccc21,-3,-2,-3,3,i,0.3,2.3,-7,0.0,84*
O=C(NC(=S)Nc1cc(C(F)(F)F)ccc1N1CCOCC1)c1sc2ccccc2c1Cl,-2,3,10,-2,i,2.4,2.2,-13,-0.2,-2
COc1ccc(CCNC(=O)c2cnc3scc(C)n3c2=O)cc1OC,6,2,1,0,i,-1.6,3.1,-12,-0.4,3
CC(C)OC(=O)c1cccc(-c2ccc(C=O)o2)c1,-9,-3,-3,-2,i,-2.2,2.4,-3,-0.7,1
CC(=O)Nc1ccc(/C=C(\C#N)S(=O)(=O)c2ccc(C)cc2)cc1,-17,1,-2,-4,i,-0.6,0.0,-10,-0.1,-4
C=CCNCCCOc1ccc(C)cc1Br,5,-4,-4,1,i,-2.1,-0.5,-10,1.2,5
CCCc1cc(C(=O)Nc2sc3c(c2C#N)CCC3)no1,7,10,-3,4,i,0.2,1.5,-5,0.4,4
Cn1c(SCCOc2ccc(Cl)cc2)nnc1-c1ccncc1,7,1,2,9,i,-1.3,0.1,-15,-0.1,-5
CC(=O)C1=C(O)CC(C)(C)CC1=NCc1nc2ccccc2[nH]1,-4,-3,-5,4,i,-1.2,-1.1,1,3.0,-1
COc1ccc(NC(=O)C(=O)NCc2ccncc2)c(OC)c1,2,1,7,-1,i,-1.3,1.2,-5,-0.6,2
O=C(CNC(=O)c1ccc(OC(F)F)cc1)NCc1ccccn1,4,-1,3,0,i,-0.6,0.1,-6,0.0,-4
O=C(Cc1ccc(NC(=O)C2CCN(C(=O)C3CCCCC3)CC2)cc1)Nc1ccc(C(=O)N2CCOCC2)cc1,0,5,2,3,i,-1.0,1.3,-8,-0.8,4
COc1ccc(-c2[nH]ncc2CN2CCCCCCC2)c(OC)c1,-1,10,30*,25,i,21,-0.9,-2,-0.8,-55
O=C(CSc1nnc(-c2ccccc2)o1)NC1CCCC1,23,-1,0,0,i,-1.5,0.4,1,-0.3,3
CC(=O)Oc1ccc(Cn2c(C)c(C(=O)NC3CC3)sc2=O)cc1,-2,1,0,3,i,1.2,-1.0,x,-0.1,6
CCc1cccc(NC(=S)N(CCCN2CCOCC2)C(C)c2cc3cccc(OC)c3o2)c1 (configuration not stated),0,4,-4,1,i,-0.5,0.8,-5,0.2,-2
CCc1ccc(C(=O)NNc2ccc(C)c(Cl)c2)cc1,-3,-1,-3,1,i,0.9,0.7,-4,-1.5,7
COCCCNc1nc2ccccc2nc1NS(=O)(=O)c1ccc(C)cc1,-2,0,3,-4,i,-1.2,2.1,2,-0.4,1
COc1ccc(CCNC(=O)c2ccccc2)cc1,5,-3,-5,4,i,-0.2,1.4,-4,-0.6,-2
CCc1nc2ccc(C(=O)Nc3ccc(OC)c(OC)c3)cn2c1N(CCC(C)C)CCN(C)C,-5,-2,-4,-1,i,2.3,-0.2,x,0.2,2
CCCCNC(=O)C1CCN(C(=O)C2CCN(S(=O)(=O)c3ccc(C)cc3)CC2)CC1,5,-2,-3,0,i,0.4,0.8,-8,0.2,0

# A second format for three compounds above:
> O=C(NC(=S)Nc1cc(C(F)(F)F)ccc1N1CCOCC1)c1sc2ccccc2c1Cl
- SUMO1-SIM PPI: -2
- STEP inh: 3
- NadD inh: 10
- CSN deneddyl inh: -2
- Rpn11 block: i
- LMPTP block: 2.4
- MsrA inh: 2.2
- Scp-1 inhibitor: -13
- Tb MetRS inh: -0.2
- DNMT1 inh: -2

> COc1ccc(CCNC(=O)c2cnc3scc(C)n3c2=O)cc1OC
- SUMO1-SIM PPI: 6
- STEP inh: 2
- NadD inh: 1
- CSN deneddyl inh: 0
- Rpn11 block: i
- LMPTP block: -1.6
- MsrA inh: 3.1
- Scp-1 inhibitor: -12
- Tb MetRS inh: -0.4
- DNMT1 inh: 3

> CC(C)OC(=O)c1cccc(-c2ccc(C=O)o2)c1
- SUMO1-SIM PPI: -9
- STEP inh: -3
- NadD inh: -3
- CSN deneddyl inh: -2
- Rpn11 block: i
- LMPTP block: -2.2
- MsrA inh: 2.4
- Scp-1 inhibitor: -3
- Tb MetRS inh: -0.7
- DNMT1 inh: 1

# Carrying on:
SMILES,SUMO1-SIM PPI,STEP inh,NadD inh,CSN deneddyl inh,Rpn11 block,LMPTP block,MsrA inh,Scp-1 inhibitor,Tb MetRS inh,DNMT1 inh
Cc1n[nH]c(=O)c2c(NC(=O)CSc3nc4ccccc4c(=O)n3CCCOC(C)C)oc(C)c12,-23,2,2,-4,i,-7.4,1.4,-4,0.0,2
COCC1CCCN(C(=O)c2ccc3oc(CCCc4ccccc4)nc3c2)C1 (configuration not stated),0,0,-6,1,i,-1.6,-0.6,-9,-0.4,-1
COc1ccc(OC(=O)c2cnn(-c3ccccc3)c2C)cc1,-6,-1,-3,11,i,2.5,-0.2,-10,-0.3,-2
CN(C)N=Nc1ccc(S(N)(=O)=O)cc1,-2,2,-3,2,i,0.2,3.3,-7,-0.6,-1
OCCc1c[nH]c2ccc(C(F)(F)F)cc12,7,0,-6,6,i,-0.3,0.5,-8,-0.2,0
CCNc1nc(Sc2ccc(C)cc2)cc(C(F)(F)F)n1,1,2,2,-2,i,3.2,0.8,-22,-0.6,1
Cc1ccc(S(=O)(=O)CCC(=O)OC(C)c2nnc(-c3cccs3)o2)cc1 (configuration not stated),32,-2,-1,-8,i,-1.4,0.9,-10,0.4,4
CCc1nnc(NC(=O)c2cc3ccccc3oc2=O)s1,-29,2,-1,-2,i,-1.3,-0.2,-12,0.0,8
COc1ccccc1NC(=O)CCCn1c(=S)[nH]c2ccccc2c1=O,-1,0,-1,2,i,0.4,-0.4,-2,0.3,37
Cc1ccc2c(C(=O)CN3CCCC3)c(C)[nH]c2c1,1,-4,-5,1,i,-1.7,-0.4,0,0.3,-9
CCCCN(C(=O)CSc1cc(C)c2ccc(OC)cc2n1)c1c(N)n(Cc2ccccc2)c(=O)[nH]c1=O,2,0,9,2,i,1.1,0.5,-6,-0.1,-1
CN(C)CCN1CCN([C@H]2CS(=O)(=O)N[C@@H]2COCc2ccccc2)CC1,-30,-4,-1,1,i,-6.2,0.2,x,-1.1,-1

# Some of these compounds in order of the LMPTP block value, descending:
SMILES,SUMO1-SIM PPI,STEP inh,NadD inh,CSN deneddyl inh,Rpn11 block,LMPTP block,MsrA inh,Scp-1 inhibitor,Tb MetRS inh,DNMT1 inh
CCCCN(C(=O)CSc1cc(C)c2ccc(OC)cc2n1)c1c(N)n(Cc2ccccc2)c(=O)[nH]c1=O,2,0,9,2,i,1.1,0.5,-6,-0.1,-1
CN(C)N=Nc1ccc(S(N)(=O)=O)cc1,-2,2,-3,2,i,0.2,3.3,-7,-0.6,-1
Cc1n[nH]c(=O)c2c(NC(=O)CSc3nc4ccccc4c(=O)n3CCCOC(C)C)oc(C)c12,-23,2,2,-4,i,-7.4,1.4,-4,0.0,2

# Later entries.
SMILES,SUMO1-SIM PPI,STEP inh,NadD inh,CSN deneddyl inh,Rpn11 block,LMPTP block,MsrA inh,Scp-1 inhibitor,Tb MetRS inh,DNMT1 inh
CCC(=O)N1CCN(c2ccccc2NC(=O)c2ccc([N+](=O)[O-])o2)CC1,-39,-1,7,2,i,0.6,-0.6,-3,-0.5,-1
CCN(CC)C(=O)Cn1cc(C(=O)C(=O)N2CCN(c3ccc(OC)cc3)CC2)c2ccccc21,3,-3,6,3,i,0.7,1.8,1,-0.3,0
CC(C)(C)[C@H]1C=C(C(=O)O)O[C@@H](OCc2ccc(CO)cc2)C1,1,-2,-3,2,i,-0.3,1.7,0,-0.1,0
Cc1ccc(CNc2nc3ccc(C)cc3n3cnnc23)cc1,30,0,2,3,i,-0.7,-0.8,-7,0.0,27
N#Cc1cc(NC(=O)c2ccc(Cl)cc2)ccc1Sc1ccccc1,2,0,-6,2,i,4.1,-0.7,x,0.2,0
Cc1ccc(S(=O)(=O)Nc2nc(C)c(C(=O)NNS(=O)(=O)c3cc(C)ccc3C)s2)cc1,6,-2,-3,0,i,-0.1,1.1,-1,-0.2,-1
Cc1c(C(=O)NC(=S)NCc2cccnc2)cccc1[N+](=O)[O-],-13,2,-3,-1,i,-0.6,-0.4,-7,0.0,-1
Cc1ccc(C(C)C)c2c1C(c1ccc3c(c1)OCO3)CC(=O)O2 (configuration not stated),2,3,-3,1,i,2.6,1.2,-4,-0.7,-15
